# High-throughput results from PubChem.
# ABCB6 inh 2 – ABCB6 transporter inhibitors, primary screen, K562-ABCB6 cells, flow cytometry, MLPCN library. AID 602162, 2011. fluorescence ratio to DMSO, % at 10 µM. K562-ABCB6 porphyrin accumulation, 1 h; active compounds read low. ATP-binding cassette sub-family B member 6 (Homo sapiens), Q9NP58. actives 0.19% (n = 360,000);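 active = fluorescence ratio to DMSO below 75%, the collection mean minus 3 SD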;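 note: signal is porphyrin accumulated inside mitochondria; 100% equals median channel fluorescence of DMSO control wells; lower ratio means ABCB6 inhibition with less porphyrin fluorescence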
# ABHD5-PLIN5 inh – ABHD5-PLIN5 interaction inhibitors, primary screen, cell lysate, split luciferase complementation, luminescence | Perilipin-5 (Homo sapiens) + 1-acylglycerol-3-phosphate O-acyltransferase ABHD5 (Homo … | Split G. princeps luciferase complementation, 4 h | inhibition, % at 4 µM | actives 0.78% (n = 360,000) | AID 602281, 2012;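 active = inhibition above the mean inhibition across every tested compound plus 3 SD, cut at about 22% in these data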;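 note: 0% = DMSO only wells and the 100% control is not disclosed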
# Target sequence (Q00G26 whole entry, looked up): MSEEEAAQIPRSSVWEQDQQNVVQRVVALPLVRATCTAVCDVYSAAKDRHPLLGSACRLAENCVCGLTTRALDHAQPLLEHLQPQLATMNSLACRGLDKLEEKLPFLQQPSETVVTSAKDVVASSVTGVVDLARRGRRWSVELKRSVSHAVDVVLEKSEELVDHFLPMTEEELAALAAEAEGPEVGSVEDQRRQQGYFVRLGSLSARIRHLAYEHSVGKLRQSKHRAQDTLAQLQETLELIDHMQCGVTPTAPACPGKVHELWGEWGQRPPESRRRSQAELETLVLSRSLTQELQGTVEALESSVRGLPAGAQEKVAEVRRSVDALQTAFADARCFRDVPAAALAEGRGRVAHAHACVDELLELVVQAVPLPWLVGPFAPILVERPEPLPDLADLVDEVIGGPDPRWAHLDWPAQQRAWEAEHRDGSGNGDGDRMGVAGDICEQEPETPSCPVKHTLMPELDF
# Target sequence (Q8WTS1 whole entry, looked up): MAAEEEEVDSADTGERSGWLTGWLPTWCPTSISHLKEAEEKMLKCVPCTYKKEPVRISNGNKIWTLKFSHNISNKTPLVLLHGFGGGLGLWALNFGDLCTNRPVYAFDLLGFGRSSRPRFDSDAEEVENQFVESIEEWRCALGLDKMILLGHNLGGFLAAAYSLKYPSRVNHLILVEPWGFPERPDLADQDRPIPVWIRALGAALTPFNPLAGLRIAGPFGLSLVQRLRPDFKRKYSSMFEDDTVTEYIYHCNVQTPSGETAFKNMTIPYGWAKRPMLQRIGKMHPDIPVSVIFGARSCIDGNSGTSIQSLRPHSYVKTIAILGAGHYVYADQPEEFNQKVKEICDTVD
# MC4R antagonist – MC4R antagonists of cAMP signaling, primary screen, cell-based, TR-FRET, antagonist arm of biased-ligand search. Melanocortin receptor 4 (Homo sapiens), P32245. MC4R-expressing cells, MTII-stimulated cAMP, LANCE TR-FRET. inhibition, % at 6.5 µM. actives 0.48% (n = 360,000). AID 540295, 2011;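 active = inhibition above its plate's cutoff, the mean of tested wells on that plate plus 3 SD, cut at about 29% in these data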;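 note: 0% = Melanotan II alone and 100% = Melanotan II plus saturating MCL0020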
#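 system = U2OS cells with stable human MC4R expression | also added = Melanotan II challenge after compound preincubation | dosing = one concentration, 6.5 µM nominal | incubation = compound 30 min, challenge 1 h, detection 1 h | measured by = TR-FRET with Eu-cAMP and labeled anti-cAMP, 671 nm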
# CaV13 FRET inh – Disruptors of the CACNA1D IQ motif to Ca2+-dependent inactivation inhibitor domain association, primary screening, Förster resonance energy transfer in intact living … | HEK cells, CFP/YFP FRET ICDI-IQ, plate reader, 10 min; percent FRET-ratio fall versus neutral wells | inhibition, % at 12.3 µM | actives 0.098% (n = 340,000);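 active = mean replicate inhibition of at least 30% and at least 1% of replicates passing that level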;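 note: 0% = median of the neutral control wells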
# Granule exo inh – LAMP-1 surface exposure blockers, TALL-104 cells – cell-based, flow cytometry, MLPCN library, primary screen; TALL-104 LAMP-1 surface exposure; cells stimulated with thapsigargin and PMA; inhibition, % at 10 µM; actives 0.66% (n = 360,000); AID 651702, 2012;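 active = inhibition above about 55%, limit read from the data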
# H9c2 protect – cardioprotection against H2O2-induced cell death, primary screen, uHTS, H9c2 cells, ATPLite luminescence. H9c2 cardiomyocytes, H2O2 injury protection, 2 h. protection from H2O2 cell death, % at 20 µM. actives 0.63% (n = 360,000). AID 588492, 2011;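 active = compounds giving at least 50% protection of heart cells from peroxide-induced death in the single-dose screen, raw or plate-pattern-corrected value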;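 note: 0% = DMSO wells with peroxide and 100% = DMSO wells without peroxide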
# PDI turbidity – inhibitors of human PDI, primary screen, biochemical, turbidity, single point, plate reader. PDI insulin aggregation turbidity, A650, 90 min. inhibition, % at 10 µM. actives 0.052% (n = 350,000);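 active = mean inhibition across replicates of 30% or more, whatever share of single replicates reach that level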;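 note: absorbance from insulin aggregation driven by PDI reduction with DTT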
# HTR2A ag – mouse Htr2a agonists via beta-arrestin recruitment, primary screen, cell-based, luminescence; actives 0.66% (n = 360,000); AID 624169, 2012; CHO-K1 mHTR2A beta-arrestin complementation; percent of 30 µM serotonin response; 5-hydroxytryptamine receptor 2A (Mus musculus), P35363; activation, % at 7.6 µM;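 active = activation above a run cutoff, the mean activation of all tested compounds plus 3 SD, cut at about 14% in these data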;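 note: 0% = plate median of compound wells and 100% = 30 µM serotonin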
# N-glyco inh – increase of ERlucT glycosylation luciferase signal, primary screen, N-linked glycosylation inhibitor project, D54 ERlucT cells, luminescence, set 2; D54 ERlucT glycosylation luciferase reporter, 24 h; percent of 100 nM tunicamycin response; reporter increase, % at 12.5 µM; actives 0.23% (n = 360,000);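 active = mean luciferase reporter signal, scaled so untreated is 0 and the glycosylation-blocking control 100, at or above a set limit in every replicate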;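 note: luciferase carries N-glycosylation sites so blocking glycosylation raises the light; 0% = median of neutral control wells and 100% = median of 100 nM tunicamycin wells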
# MC4R barr agon – MC4R agonists recruiting beta-arrestin, primary screen, cell-based, luminescence, agonist arm of biased-ligand search; Melanocortin receptor 4 (Homo sapiens), P32245; U2OS MC4R beta-arrestin complementation; percent of melanotan II response, DMSO zero; activation, % at 8.9 µM; actives 0.98% (n = 360,000); AID 540308, 2011;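 active = activation above a per-plate cutoff, the mean activation of sample wells on that plate plus 3 SD, cut at about 8% in these data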
# Starred values were filed as active, the others as inactive; . = not tested or not shown.
# Start of the listing, in advance, three compounds:
SMILES,ABCB6 inh 2,ABHD5-PLIN5 inh,MC4R antagonist,CaV13 FRET inh,Granule exo inh,H9c2 protect,PDI turbidity,HTR2A ag,N-glyco inh,MC4R barr agon
CSc1ncccc1C(=O)OCC(=O)N(CC(C)C)c1c(N)n(Cc2ccccc2)c(=O)[nH]c1=O,104,-3,3,-3,-2,0,-8,-3,2,-0.8
COC(=O)CCCC1=CC2=C(c3ccccc3)C(=O)C(C)(OC(=O)C3CCCC3)C(=O)C2=CN1CCN1CCOCC1 (centres undefined),100,-1,-1,-10,2,12,-63,-4,10,-1.4
CC(=O)c1ccc(NC(=O)c2ccn[nH]2)cc1,96,-4,2,-3,-1,-10,0,7,-6,3.4

# The listing, from the start:
SMILES,ABCB6 inh 2,ABHD5-PLIN5 inh,MC4R antagonist,CaV13 FRET inh,Granule exo inh,H9c2 protect,PDI turbidity,HTR2A ag,N-glyco inh,MC4R barr agon
CSc1ncccc1C(=O)OCC(=O)N(CC(C)C)c1c(N)n(Cc2ccccc2)c(=O)[nH]c1=O,104,-3,3,-3,-2,0,-8,-3,2,-0.8
COC(=O)CCCC1=CC2=C(c3ccccc3)C(=O)C(C)(OC(=O)C3CCCC3)C(=O)C2=CN1CCN1CCOCC1 (centres undefined),100,-1,-1,-10,2,12,-63,-4,10,-1.4
CC(=O)c1ccc(NC(=O)c2ccn[nH]2)cc1,96,-4,2,-3,-1,-10,0,7,-6,3.4
Cc1ccccc1NC(=O)OCc1cccnc1Sc1ccc(Cl)cc1,101,-7,3,.,5,-8,-13,-1,0,0.1
CC1C(=O)N(Cc2ccccc2F)c2ccccc2N1C(=O)c1c(F)cccc1F (centres undefined),96,-1,6,-19,35,0,1,4,-5,0.5
CSC1=NC(=O)/C(=C\c2cccc3ccccc23)S1,96,-1,18,-2,17,-23,18,-3,11,3.2
O=C(O)c1ccccc1N/N=C/c1cc(Br)cc(Br)c1O,102,0,2,-3,-2,-6,0,-1,-6,-1.7
COc1ccc(-c2cc(NC=O)c3ncc(-c4cccc(C(=O)NCCN(C)C)c4)n3c2)cc1,109,6,-15,-5,8,-1,-5,-10,-6,2.0
COc1ccc([C@H]2CC(=O)C=C(c3ccnc4ccc(Cl)cc34)C2)cc1,89,8,0,12,-1,-8,14,4,1,0.5
O=Cc1cccc(OC(=O)Nc2ccccc2)c1,99,-3,2,2,5,-2,-8,4,1,-1.6
O=C(COC(=O)[C@@H]1CCCN1C(=O)c1cccs1)NCCc1ccccc1,96,-5,6,-8,2,-4,5,1,2,1.1
COC(=O)CC(c1ccc(F)cc1)n1c(C)ccc1C (centres undefined),101,5,3,-13,1,-2,16,0,8,-0.3
O=C(NCc1ccc2c(c1)OCO2)Nc1ccc(F)cc1,103,-2,13,-2,-2,6,1,-13,1,0.7
COc1ccc(CNC(=O)CN2C(=O)NC(C)(c3ccc(Cl)cc3)C2=O)cc1 (centres undefined),95,-9,4,-19,4,-1,8,-3,0,-1.7
O=C(CSc1nc2ccccc2n1-c1ccccc1)Nc1ncc(Cl)cc1Cl,94,3,6,2,-5,-4,-2,1,-10,0.4
COC(=O)[C@@]12C[C@@H](CC(=O)N3CCCC3)C(=O)N(Cc3cccc4ccccc34)C1=CCC(C)(C)C2,.,10,.,-6,-1,.,.,-1,.,.
Cc1cccc(NC(=O)c2ccccc2Br)n1,96,-1,-2,-7,1,3,10,-3,1,-0.6
C=C1CCN([C@H](C(=O)NCc2ccco2)C(C)C)S(=O)(=O)c2ccccc21,103,2,6,-5,-2,-3,-1,2,-1,0.5
Cc1ccc(NS(=O)(=O)c2cc(NC(=O)c3ccc4c(c3)NC(=O)CS4)ccc2Cl)c(C)c1,99,-1,9,-14,12,0,2,9,-8,0.2
O=C(COc1cccnc1[N+](=O)[O-])Nc1ncc(Cl)cc1Cl,102,-5,5,-5,-6,-4,17,5,1,-0.7
COC(=O)c1sccc1NC(=O)Nc1cccc([N+](=O)[O-])c1,100,5,1,-6,2,2,-4,1,0,-3.2
CCOc1ccc2nc(NCCNC(=O)C(C)(C)C)c(C)cc2c1,100,1,-2,5,-1,2,-1,-1,0,-1.1
CC(OC(=O)Cc1c[nH]c2ccccc12)C(=O)NC1(C#N)CCCCC1 (centres undefined),94,3,2,-6,-1,4,-5,8,-1,0.6
CCCn1c(-c2ccc(OC)cc2)nc2c(=O)n(C)c(=O)[nH]c21,104,-3,-3,.,0,2,0,0,0,-1.5
CC(=O)c1cc2c(cc1NC(=O)CN1CCN(c3cccc(C(F)(F)F)c3)CC1)OCO2,95,1,3,.,0,-11,3,1,-2,16*
CCc1nc2ccccc2n1CC(=O)N1CCN(S(=O)(=O)c2cccc(C(F)(F)F)c2)CC1,106,0,8,-3,-3,-1,-4,3,1,-0.7
S=c1nc[nH]c2c1cnn2-c1ccccc1,101,6,10,-1,0,2,-13,4,3,-1.1
CC(C)CC(=O)Nc1ccc(-c2cn3cccnc3n2)cc1,98,-1,-1,-19,-1,-6,11,4,-1,-1.8
COc1cc(C(=O)NC(=S)Nc2ccccc2N2CCOCC2)cc(OC)c1OC,94,-2,11,.,-5,16,8,-4,5,-1.2
O=C(C1CCCN(Cc2ccccc2[N+](=O)[O-])C1)N1CCCC1 (centres undefined),97,-4,23,-2,-4,7,2,4,-2,0.3
COc1ccc(/C=C2\SC(=S)N(CCC(=O)NC3=NCCS3)C2=O)cc1OC,98,-4,-4,-15,0,2,2,-1,1,-2.6
COC(=O)CSc1cc(C(F)(F)F)nc(-c2ccccn2)n1,94,4,13,-4,2,2,11,2,2,-0.7
COc1ccccc1CCc1nnc(CCC(=O)NC(C)Cn2nc(C)cc2C)o1 (centres undefined),94,-2,15,-4,-4,3,-3,-1,2,3.6
O=C(NNC(=O)c1cccs1)c1ccc(Cl)nc1,94,-6,2,-6,2,0,8,1,1,-0.5
CC(C)CN1CC(Br)C(=O)NC1=O (centres undefined),97,-3,1,-11,1,7,-2,-3,1,-1.8
Cc1ccc2c(c1)C(c1ccccc1)N(C(=O)c1cccc([N+](=O)[O-])c1)CC(=O)N2 (centres undefined),101,3,26,-4,10,13,0,-2,0,-2.1
COC(=O)CSc1nnc(-c2ccccc2O)n1-c1ccc(C)cc1,95,-1,3,-4,-1,-5,-1,1,1,-0.7
CC(OC(=O)c1cccs1)C(=O)NC1CCCCC1C (centres undefined),101,3,9,-6,-3,3,-2,-1,1,-3.6
CC(C)(C)c1ccc(C(=O)NCCNC(=O)c2ccco2)cc1,165,7,15,-3,6,-2,5,5,2,-2.1
N#Cc1cc2c(nc1SCC(=O)Nc1sc3c(c1C#N)CCC3)CCCCCC2,94,5,8,-5,2,-11,2,-2,1,-2.9
COc1ccccc1NC(=O)c1ccc(NC(=O)COC(=O)c2cncc(Br)c2)cc1,93,12,6,-2,1,-8,8,4,-1,-0.7
Cc1cccc(C)c1NC(=O)C(c1cccs1)N(Cc1ccco1)C(=O)Cn1nnc2ccccc21 (centres undefined),100,2,2,.,4,11,-4,0,0,-0.8
O=C(CN1CCN(c2ccc(F)cc2)CC1)c1ccc2c(c1)OCO2,92,10,2,-2,0,21,-2,-1,-1,0.5
CCn1cc(CNC(=O)c2cccc([N+](=O)[O-])c2)c(C)n1,96,1,0,-19,-2,-4,16,4,-2,0.7
CCN1Cc2c(cc(OC)c(OC)c2OC)-c2ccccc2S1(=O)=O,94,-7,9,-4,-2,8,3,-2,3,1.9
COc1ccccc1C1/C(=C(/O)c2ccccc2)C(=O)C(=O)N1CCO (centres undefined),107,2,3,.,0,-6,2,7,4,-1.0
CCS(=O)(=O)N1Cc2ccccc2CC1C(=O)NCCc1ccccc1 (centres undefined),100,-1,10,-19,-21,-2,-15,1,0,-1.1
CC(C)(C)c1ccc(C(=O)Nc2ccc(O)c3c(=O)cc(-c4cccc(Cl)c4)oc23)cc1,96,-4,9,-5,-1,25,2,-6,-7,0.9
COc1cc2c(cc1NC(=O)CSc1cccc[n+]1[O-])oc1ccccc12,99,13,11,-16,-2,23,21,-3,2,-0.9
CCOc1ccccc1C(=O)N1CCN=C1SCc1cccnc1,124,-7,2,-2,-3,10,-9,-2,2,0.2

# The list continues:
SMILES,ABCB6 inh 2,ABHD5-PLIN5 inh,MC4R antagonist,CaV13 FRET inh,Granule exo inh,H9c2 protect,PDI turbidity,HTR2A ag,N-glyco inh,MC4R barr agon
CNS(=O)(=O)c1cccc(C(=O)OCc2cc(=O)oc3c(C)c(O)ccc23)c1,95,-1,17,-3,4,34,5,4,-3,-1.9
Cc1cc(N2C(=O)C(O)=C(C(=O)c3ccc(C)o3)C2c2cccc(Oc3ccccc3)c2)no1 (centres undefined),99,-21,13,-2,3,1,3,-6,1,-3.1
Nc1nc(-c2ccco2)c(-c2ccco2)s1,106,20,-6,-8,10,4,0,4,0,-0.9
CCN(CC)CCCNC(=O)CSc1nc(-c2ccc(F)cc2)cc(C(F)(F)F)n1,95,4,2,7,-2,1,-5,0,-3,0.7
CC(C)(C)P(=O)(CO)c1ccccc1 (centres undefined),91,-7,5,-4,-1,3,0,-1,3,-2.4
COc1cccc(CNc2nc(NCC3CC3)nc3ccsc23)c1,93,14,10,-6,8,-20,-8,0,3,0.5
COc1ccc(CN2C(=O)Cc3c2nc(N)c2c(N)nc(N4CCOCC4)c(C#N)c32)cc1,98,13,22,-3,-3,9,2,2,2,-1.6
COc1ccc(CC(=O)N2CCN(c3cccc(C)c3C)CC2)cc1,98,-2,-2,-3,-8,-7,12,-1,-1,-0.5
O=C(c1ccc2ncsc2c1)N1CCN(c2ccc(O)cc2)CC1,102,1,12,-6,-1,0,4,-5,-2,-0.5
CC(C)C(=O)N(c1ccc2oc(=O)sc2c1)S(=O)(=O)c1cccs1,109,30*,-7,-5,2,37,-12,2,3,4.5
Cc1nnc(SCC(=O)NC(=O)NC(C)(C)C)n1N,97,1,-2,-4,4,-5,2,1,2,-1.0
COc1ccc2c(c1)nc(CN1CCN(CCO)CC1)n2C,99,-8,-1,7,3,13,-16,-3,1,-0.7
CCCC/C=C/[C@H](c1ccccc1)[C@H](CO)Cc1cccnc1,94,-3,0,-8,0,1,-5,3,-3,0.2
COc1cc([N+](=O)[O-])ccc1NC(=O)COC(=O)c1c[nH]c(=O)[nH]c1=O,97,0,4,-6,-1,0,1,-2,2,-2.2
Cn1ncc(Cl)c1C(=O)Nc1ccc(CN2CCCCC2)cc1,97,-10,4,.,-2,-1,1,-9,-4,-1.5

# The order is random. About 4.2% of those tested had a hit in this group.
